SRC2 inh: inhibition of GAL4-SRC2 driven luciferase reporter, primary screen, SRC2 inhibitor project, cell-based, luminescence. Nuclear receptor coactivator 2 (Homo sapiens), Q15596. inhibition, % at 9 µM. hit rate 0.17% among 370,000. AID 651957, 2012. HEK293 GAL4-SRC2 luciferase reporter;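 active means inhibition above the mean inhibition of all tested compounds plus 3 SD, set per campaign, cut at about 52% in these data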;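 further: 0% = DMSO treated cells and 100% = cells given Gossypol at 36 µM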
Target sequence (Q15596 whole entry, looked up, the tested form may be a part): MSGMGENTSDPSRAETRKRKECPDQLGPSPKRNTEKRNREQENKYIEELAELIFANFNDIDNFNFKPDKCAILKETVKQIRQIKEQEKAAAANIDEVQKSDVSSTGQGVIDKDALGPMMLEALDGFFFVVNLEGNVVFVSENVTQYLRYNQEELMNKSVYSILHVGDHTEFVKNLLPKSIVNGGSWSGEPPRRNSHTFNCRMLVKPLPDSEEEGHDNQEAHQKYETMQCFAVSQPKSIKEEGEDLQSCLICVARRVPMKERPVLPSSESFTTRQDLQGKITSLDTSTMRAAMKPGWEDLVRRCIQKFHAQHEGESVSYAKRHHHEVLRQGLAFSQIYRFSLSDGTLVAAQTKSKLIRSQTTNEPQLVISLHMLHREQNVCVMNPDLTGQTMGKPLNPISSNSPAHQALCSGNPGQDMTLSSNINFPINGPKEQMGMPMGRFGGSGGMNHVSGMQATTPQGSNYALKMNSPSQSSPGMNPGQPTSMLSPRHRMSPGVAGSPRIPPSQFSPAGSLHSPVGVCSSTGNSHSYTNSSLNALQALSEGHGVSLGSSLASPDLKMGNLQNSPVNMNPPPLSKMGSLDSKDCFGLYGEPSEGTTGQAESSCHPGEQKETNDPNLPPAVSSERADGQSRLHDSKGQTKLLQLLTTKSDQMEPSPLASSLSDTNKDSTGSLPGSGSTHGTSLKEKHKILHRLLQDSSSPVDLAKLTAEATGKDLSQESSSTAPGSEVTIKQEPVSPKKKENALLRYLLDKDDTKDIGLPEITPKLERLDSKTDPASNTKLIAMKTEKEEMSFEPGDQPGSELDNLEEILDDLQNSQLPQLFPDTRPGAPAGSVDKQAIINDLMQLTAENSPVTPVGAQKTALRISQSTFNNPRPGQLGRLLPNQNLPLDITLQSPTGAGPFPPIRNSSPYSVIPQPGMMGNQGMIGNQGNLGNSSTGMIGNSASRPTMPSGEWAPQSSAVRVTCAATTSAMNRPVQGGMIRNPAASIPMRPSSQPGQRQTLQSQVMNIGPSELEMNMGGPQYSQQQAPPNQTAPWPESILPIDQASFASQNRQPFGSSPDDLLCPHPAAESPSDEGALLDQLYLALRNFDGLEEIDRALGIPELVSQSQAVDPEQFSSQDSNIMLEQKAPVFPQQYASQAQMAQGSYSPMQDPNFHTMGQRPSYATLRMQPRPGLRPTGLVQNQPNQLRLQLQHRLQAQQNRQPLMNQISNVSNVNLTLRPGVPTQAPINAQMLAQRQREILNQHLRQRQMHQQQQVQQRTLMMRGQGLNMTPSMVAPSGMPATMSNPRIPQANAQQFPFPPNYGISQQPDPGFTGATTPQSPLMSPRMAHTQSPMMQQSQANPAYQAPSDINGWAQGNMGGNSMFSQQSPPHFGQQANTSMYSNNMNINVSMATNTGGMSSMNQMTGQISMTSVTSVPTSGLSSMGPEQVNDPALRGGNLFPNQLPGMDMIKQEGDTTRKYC
C8 TRAIL sens: viability loss with TRAIL in NB7+C8 cells, primary screen, TRAIL sensitizer project, cell-based, ATPlite luminescence. hit rate 1% among 360,000. AID 624354, 2012. inhibition (viability loss, TRAIL sensitization), % at 10 µM;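 active means compounds causing at least 50% loss of cell viability in the single-dose screen, relative to plate controls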
SRC1 inh: SRC1 coactivator transcriptional activity inhibitors, primary screen, cell-based, luminescence | hit rate 0.12% among 360,000 | inhibition, % at 3.6 µM | HEK293 GAL4-SRC1 luciferase reporter;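 active means inhibition above the campaign mean plus 3 SD, with each screening campaign given its own cutoff, cut at about 60% in these data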;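 further: 0% = DMSO treated cells and 100% = gossypol at 36 µM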
TROY NFkB inh: inhibitors of TROY-driven NF-kB signaling, primary screen, Q293 LMP1-TROYcd cells, NF-kB luciferase, uHTS; inhibition, % at 10 µM; hit rate 0.98% among 360,000; AID 1347056, 2019; Q293 LMP1-TROYcd NF-kB luciferase reporter, 4 h;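 active means compounds whose plate-normalised and pattern-corrected inhibition of the luciferase reporter signal at the single screening dose is 50% or more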
LRH-1 inv ag: LRH-1 (NR5A2) inverse agonists, primary screen, cell-based, luminescence, HEK293T, StAR-luciferase reporter | Nuclear receptor subfamily 5 group A member 2 (Homo sapiens), O00482 | LRH-1 transfected, 24 h | inhibition, % at 3.6 µM | hit rate 0.13% among 360,000 | AID 602396, 2012;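 active means inhibition above the mean inhibition of all tested compounds plus 3 SD, cut at about 73% in these data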;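 further: 0% = DMSO wells and 100% = reporter-only cells lacking LRH-1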
CF NFkB block: inhibitors of PAF-induced NF-kB signaling, primary screen, cell-based, GFP fluorescence, uHTS; hit rate 0.86% among 360,000; KKLEB NF-kB-GFP reporter, GFP fluorescence overnight; inhibition, % at 5 µM; AID 588850, 2011;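 active means at least 50% inhibition at 5 µM, scaled per plate between neutral and stimulator controls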;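 further: PAF is a Pseudomonas aeruginosa culture filtrate used as stimulus; plate controls were PAF-stimulated DMSO wells for no effect and unstimulated DMSO wells for full effect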
LMP1 NFkB inh: EBV LMP1-driven NF-kappaB luciferase reporter inhibitors, primary screen, cell-based, luminescence, single point | LMP1-induced NF-kappaB luciferase reporter cells | hit rate 0.69% among 350,000 | inhibition, % at 12.5 µM | AID 504558, 2011; in the data active means inhibition above about 41%;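 further: 0% = neutral control wells and 100% = reference inhibitor control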
KKLEB tox: cytotoxicity in KKLEB CF airway cells, primary screen, cytotoxicity control for CF NF-kB inhibitor project, cell-based, uHTS, fluorescence assay plates. hit rate 0.36% among 360,000. AID 602141, 2011. KKLEB CF airway cells viability, ATPlite luminescence, overnight; hits give low values; cells stimulated with P. aeruginosa culture filtrate. activity change (cytotoxicity), % at 5 µM;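 active means corrected activity change at or below -50% at 5 µM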
TWEAK-Fn14 inh: inhibitors of TWEAK-Fn14 signaling, primary screen, luciferase reporter cells, uHTS; TWEAK-stimulated Fn14 reporter cells, luciferase luminescence, 8 h; inhibition, % at 10 µM; hit rate 2% among 360,000; in the data active means inhibition above about 50%
NR2F2 inh: NR2F2 transcriptional activity inhibitors, primary screen, cell-based, luciferase reporter, HEK293T, luminescence. HEK293T NGFI-A luciferase reporter. hit rate 0.7% among 370,000. inhibition, % at 8.6 µM;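 active means inhibition above a per-plate cutoff, mean inhibition of test wells between control levels plus 3 SD, cut at about 38% in these data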;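 further: cells cotransfected with COUP-TFII expression vector driving the NGFI-A reporter; 0% = median of COUP-TF2 test wells and 100% = reporter-only cells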
NCOA3 inh: SRC3 coactivator transcriptional activity inhibitors, primary screen, cell-based, luminescence; Nuclear receptor coactivator 3 (Homo sapiens), Q9Y6Q9; HEK293 GAL4-SRC3 luciferase reporter; inhibition, % at 3.6 µM; hit rate 0.17% among 360,000;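 active means inhibition above a per-campaign cutoff, the mean of all compounds plus 3 SD, cut at about 60% in these data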;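 further: 0% = DMSO-treated cells and 100% = gossypol-treated cells at 36 µM; higher means less SRC3-driven luciferase light from the GAL4 reporter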
* marks the source's active call; other numbers are inactive results; . = not tested or not shown. Hits appear at their usual frequency (roughly 4.2% active in at least one column).

SMILES | SRC2 inh | C8 TRAIL sens | SRC1 inh | TROY NFkB inh | LRH-1 inv ag | CF NFkB block | LMP1 NFkB inh | KKLEB tox | TWEAK-Fn14 inh | NR2F2 inh | NCOA3 inh
CC(C)NC(=O)CSc1c2c(nc3ccccc13)CCCC2 | -1 | 1 | -11 | -8 | -4 | 4 | -3 | -4 | 2 | 7 | -6
O=C(c1ccccc1)N1CCC(O)(c2cccnc2)CC1 | -7 | 5 | 4 | 4 | 10 | 3 | -35 | -7 | -4 | -27 | 10
N#C/C(=C\c1ccc(N2CCCC2)c([N+](=O)[O-])c1)c1nc2ccccc2[nH]1 | -16 | 34 | -16 | 10 | -36 | -7 | -18 | -26 | 19 | 6 | -22
CCCCN(CCCC)CCCNC(=O)C1CC(c2ccc(C(F)(F)F)cc2)=NO1 (centres undefined) | 8 | 11 | -17 | 19 | 1 | -3 | 2 | 10 | 1 | 8 | 2
COc1ccc(OC(=O)c2cc(S(=O)(=O)N3CCCC3)ccc2Cl)cc1 | -12 | -1 | 1 | 2 | 7 | -6 | 5 | -4 | 12 | 6 | -4
Cc1[nH]c2ccccc2c1NC(=O)CN1CCN(c2cccc(C(F)(F)F)c2)CC1 | -14 | 0 | -13 | 15 | 24 | -1 | 2 | 5 | 10 | -4 | -3
Cc1ccccc1CN(C)CC(=O)Nc1c(C)cccc1C(C)C | -4 | 7 | 10 | 10 | 2 | -12 | 7 | 11 | -16 | 10 | 12
Cc1ccc(C(=O)NCCCNC(=O)Cc2ccc(Cl)cc2)cn1 | -9 | 2 | -12 | -14 | -18 | -29 | 9 | -8 | -4 | -5 | -10
COc1ccc(C(=O)NCC(=O)N/N=C(C)\C=C\c2ccccc2)cc1OC | -19 | -1 | -13 | -7 | 0 | -15 | 14 | 20 | -8 | 14 | -2
CC(C)CC(NC(=O)CC12CC3CC(CC(C3)C1)C2)C(=O)NC1=NCCS1 (centres undefined) | -23 | -1 | 15 | -17 | 1 | 16 | -9 | 2 | -23 | 17 | 18
NC(COCc1ccccc1)c1csc(Nc2ccc(C(=O)c3ccccc3)cc2)n1 (centres undefined) | 28 | 35 | 5 | 36 | 21 | 9 | . | 8 | 39 | 12 | 0
CSc1ccc(CN2CCC(C)(Oc3cccc(C#N)c3)C2)cc1 (centres undefined) | -29 | 1 | 9 | 7 | 15 | -23 | . | 2 | -13 | 6 | 7
COCC(=O)Nc1ccc(N2CCOCC2)c(S(=O)(=O)Nc2ccc(OC)cc2)c1 | -11 | 18 | 0 | -15 | 1 | -16 | 0 | -32 | 1 | 3 | 31
CSCC[C@@H](C(=O)NCc1cccs1)N1Cc2ccccc2C1=O | -13 | 4 | 0 | 4 | 22 | 8 | -2 | 0 | 0 | 16 | 12
CC[n+]1c(P(=O)([O-])c2ccccc2)[nH]c2ccccc21 | 0 | 2 | 0 | 20 | 3 | -5 | 1 | -1 | -6 | -11 | 2
COc1cc2c(cc1OC)C(CNC(=O)C=Cc1cc(OC)c(OC)c(OC)c1)C2 (centres undefined) | -19 | -3 | -9 | 7 | 16 | 0 | -3 | -6 | -5 | -15 | -4
Cn1c(SCC(=O)NC2CC2)nnc1-c1cccc(NC(=O)c2ccccc2F)c1 | -5 | -11 | -3 | 16 | 16 | 11 | 1 | -2 | 8 | -2 | 3
CC1CCC(C(C)C)C(=O)/C1=C\c1ccc(NC(=O)CCC(=O)O)cc1 (centres undefined) | 9 | 0 | -17 | -21 | 4 | 20 | -3 | -11 | 5 | 0 | 8
CCOC(=O)C1C(=O)C(C(C)=O)C(=O)CC1CC(C)SCC (centres undefined) | -22 | -1 | -3 | 14 | 7 | -8 | -3 | 9 | 2 | 10 | 8
COC(=O)c1c(C)oc(C)c1S(=O)(=O)N1CCOCC1 | -12 | 15 | 14 | 13 | -8 | 1 | -9 | 2 | -8 | 6 | 11
O=C(CNC(=O)c1cccc(F)c1)NC1CC1 | -9 | -12 | 10 | -18 | 2 | -22 | -2 | -4 | -20 | -2 | 10
CNC(=O)c1ccsc1NC(=O)c1ccc(Cl)s1 | -16 | -3 | -44 | -55 | 3 | -115 | -22 | 21 | -2 | -3 | -22
COc1cc(CNC2CCCC2)cc(Br)c1OCC(=O)Nc1ccccc1C | -21 | 9 | -4 | 19 | 12 | -9 | -7 | 12 | -10 | -8 | 20
COC(=O)C(NC(C)=O)(Nc1ccc(Br)cc1)C(=O)OC | 10 | -3 | -1 | -8 | 4 | 14 | -12 | -2 | -1 | -10 | 20
O=C(Nc1ccc(F)cc1F)C1CCN(S(=O)(=O)c2cccnc2)CC1 | -7 | -1 | -14 | 1 | 0 | -5 | -8 | 13 | -1 | 2 | -5

Arranged by molecular weight (rising): part of the list above.
SMILES | SRC2 inh | C8 TRAIL sens | SRC1 inh | TROY NFkB inh | LRH-1 inv ag | CF NFkB block | LMP1 NFkB inh | KKLEB tox | TWEAK-Fn14 inh | NR2F2 inh | NCOA3 inh
O=C(c1ccccc1)N1CCC(O)(c2cccnc2)CC1 | -7 | 5 | 4 | 4 | 10 | 3 | -35 | -7 | -4 | -27 | 10
CC[n+]1c(P(=O)([O-])c2ccccc2)[nH]c2ccccc21 | 0 | 2 | 0 | 20 | 3 | -5 | 1 | -1 | -6 | -11 | 2
COC(=O)c1c(C)oc(C)c1S(=O)(=O)N1CCOCC1 | -12 | 15 | 14 | 13 | -8 | 1 | -9 | 2 | -8 | 6 | 11

Continued.
SMILES | SRC2 inh | C8 TRAIL sens | SRC1 inh | TROY NFkB inh | LRH-1 inv ag | CF NFkB block | LMP1 NFkB inh | KKLEB tox | TWEAK-Fn14 inh | NR2F2 inh | NCOA3 inh
CCOc1ccc(C(=O)Nc2cc(-c3nc4ccccc4[nH]3)ccc2C)cc1[N+](=O)[O-] | -29 | 48 | 2 | -28 | -12 | 10 | 6 | -19 | 21 | -2 | 9
COC(=O)CN1C(=O)C2(C(C#N)=C(N)Oc3cc(C)oc(=O)c32)c2ccccc21 (centres undefined) | 15 | 3 | 16 | -1 | -8 | 2 | 0 | 0 | -9 | 13 | 10
O=[N+]([O-])c1ccc2nc(SCc3cn4ccccc4n3)[nH]c2c1 | -5 | 0 | -13 | -20 | -24 | -19 | -1 | 6 | -29 | 3 | -1
O=C(CCN1CCc2ccccc2C(c2ccccc2)C1)c1ccc2c(c1)OCCO2 (centres undefined) | 7 | -6 | 1 | -9 | -12 | 16 | -1 | 0 | 18 | -1 | 15
CC1Nc2ncnc(N3CCc4ccccc4C3)c2N(Cc2ccccc2)C1=O (centres undefined) | 24 | 13 | 14 | 7 | -11 | -1 | . | -24 | -2 | 7 | -3
CC(C)c1cc(C(=O)Nc2cc(Cl)ccc2O)no1 | -70 | 4 | -93 | -49 | -138 | -1 | -37 | 11 | -23 | -31 | -93
COc1nc(NC2CCCCC2)nc(N2CCCCCC2)n1 | 10 | -5 | -34 | 52* | -6 | 9 | -21 | -2 | 20 | -11 | 6
COc1cccc(C=CC(=O)C=CC=Cc2ccccc2)c1 | -2 | 8 | -11 | -15 | 0 | -1 | 0 | 11 | -1 | 3 | -7
CCn1c(CN2CCN(C(c3ccccc3)c3ccccc3)CC2)nc2c1c(=O)n(C)c(=O)n2C | . | 7 | -18 | 19 | 13 | -4 | -2 | 7 | 15 | . | 25
COc1ccc(Cl)cc1C(=O)Nc1cc(=O)n(C)c(=O)n1C | -4 | 32 | 11 | 3 | 6 | 6 | 5 | -5 | 12 | 7 | -10
Cc1ccc2nc(NS(=O)(=O)c3cn(C)nc3C)sc2c1 | -1 | -15 | -24 | -4 | -25 | 11 | 7 | 3 | 19 | -32 | 15
Cc1cc(=O)n(C)c(=O)n1CCCCCCOc1cccc([N+](=O)[O-])c1 | 10 | 3 | 5 | 23 | -1 | -2 | 4 | -8 | 13 | 13 | -24
C[C@@H]1CN(Cc2nnnn2CC(=O)NCCCn2cccn2)C[C@H](C)O1 | 4 | 4 | -13 | 13 | 21 | -21 | -5 | 12 | 3 | -8 | 8
O=C(Cc1ccccc1)NC(NCCc1ccccc1)C(Cl)(Cl)Cl (centres undefined) | -4 | 2 | -13 | 40 | 11 | 5 | 4 | -1 | -1 | 6 | 14
O=c1c2ccccc2nc(COc2ccccc2)n1/N=C/c1ccco1 | -27 | 13 | -37 | -20 | -44 | 2 | -3 | -6 | -1 | -9 | -8
O=C(CSc1nc(O)c(Cc2ccccc2F)c(=O)[nH]1)N1CCCCCC1 | 5 | -12 | 0 | -9 | 0 | 10 | -4 | 0 | -5 | -5 | 2
Cc1ccc(OCC(=O)N/N=C2/SCC(=O)N2Cc2ccccc2)cc1 | 6 | -9 | -12 | -4 | 19 | 7 | 1 | -8 | 3 | -1 | 14
CC1(C)C2CCC1(C)C(OC(=O)CCn1ccnc1)C2 (centres undefined) | 16 | -6 | -38 | 13 | -6 | -1 | -4 | -4 | -11 | -9 | 15

Sorted by value in SRC1 inh (rising): some entries from above.
| Compound | SRC2 inh | SRC1 inh | LRH-1 inv ag | CF NFkB block | LMP1 NFkB inh | TWEAK-Fn14 inh | NR2F2 inh | NCOA3 inh |
| --- | --- | --- | --- | --- | --- | --- | --- | --- |
| CC(C)c1cc(C(=O)Nc2cc(Cl)ccc2O)no1 | -70 | -93 | -138 | -1 | -37 | -23 | -31 | -93 |
| O=c1c2ccccc2nc(COc2ccccc2)n1/N=C/c1ccco1 | -27 | -37 | -44 | 2 | -3 | -1 | -9 | -8 |
| COc1nc(NC2CCCCC2)nc(N2CCCCCC2)n1 | 10 | -34 | -6 | 9 | -21 | 20 | -11 | 6 |
| CCn1c(CN2CCN(C(c3ccccc3)c3ccccc3)CC2)nc2c1c(=O)n(C)c(=O)n2C | . | -18 | 13 | -4 | -2 | 15 | . | 25 |
| C[C@@H]1CN(Cc2nnnn2CC(=O)NCCCn2cccn2)C[C@H](C)O1 | 4 | -13 | 21 | -21 | -5 | 3 | -8 | 8 |
| O=C(CCN1CCc2ccccc2C(c2ccccc2)C1)c1ccc2c(c1)OCCO2 (centres undefined) | 7 | 1 | -12 | 16 | -1 | 18 | -1 | 15 |
| COc1ccc(Cl)cc1C(=O)Nc1cc(=O)n(C)c(=O)n1C | -4 | 11 | 6 | 6 | 5 | 12 | 7 | -10 |

Screens (PubChem)
